Screens from PubChem BioAssay.
TRPV1 agonist: agonists of human vanilloid receptor 1 (TRPV1); Q8NER1; 320,000 tested, 0.19% active; AID 540275; TRPV1-expressing cells, Fluo-8 calcium influx, agonist mode; activation, % at 8.33 µM; in the data active means activation above about 80%; inconclusive means between about 30% and that limit; further: 0% is about no effect
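TRPV1-expressing cells were cultured overnight at 35.5C and loaded with Fluo-8 calcium dye for 40 to 90 min at room temperature. After a 10 s baseline, compound was added and calcium influx was read kinetically for 3 min (ex 480/em 520 nm).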
Mito fusion yeast: blocks mitochondrial division or promotes mitochondrial fusion | 320,000 tested, 0.23% active | Potency, µM (top dose mostly 46.1 µM), inactives show at the top dose growth rescue (activation), hits mostly activators | S. cerevisiae fusion-defective mutant growth rescue, CellTiterGlo 48 h | AID 485298;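 further: potency means the concentration at half of the fitted maximal effect; % of control where 0% means no effect; nearly all actives have a fitted effect of over 45% in size; temperature-sensitive fusion mutants such as fzo1-1 at 37 °C on non-fermentable ethanol glycerol medium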
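Luminescent cell viability in 1536-well qHTS format served as the measure of rescued growth in ts fusion-mutant S. cerevisiae cultured on non-fermentable YPEG for 48 hours at 37C.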
KCNH2 WT inh: KCNH2 (human, wildtype) channel inhibition | Q12809 | U2OS, BacMam KCNH2, thallium flux FluxOr; hits give low values | activity change, % at 1.84 µM | 340,000 tested, 0.37% active;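 active means maximum activity change below -70%; inconclusive means maximum activity change between -70% and -50%; inactive means maximum activity change above -50%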; further: on the % scale 0 is the no-effect control and ±100 the full control effect
Target sequence (Q12809 whole entry, looked up): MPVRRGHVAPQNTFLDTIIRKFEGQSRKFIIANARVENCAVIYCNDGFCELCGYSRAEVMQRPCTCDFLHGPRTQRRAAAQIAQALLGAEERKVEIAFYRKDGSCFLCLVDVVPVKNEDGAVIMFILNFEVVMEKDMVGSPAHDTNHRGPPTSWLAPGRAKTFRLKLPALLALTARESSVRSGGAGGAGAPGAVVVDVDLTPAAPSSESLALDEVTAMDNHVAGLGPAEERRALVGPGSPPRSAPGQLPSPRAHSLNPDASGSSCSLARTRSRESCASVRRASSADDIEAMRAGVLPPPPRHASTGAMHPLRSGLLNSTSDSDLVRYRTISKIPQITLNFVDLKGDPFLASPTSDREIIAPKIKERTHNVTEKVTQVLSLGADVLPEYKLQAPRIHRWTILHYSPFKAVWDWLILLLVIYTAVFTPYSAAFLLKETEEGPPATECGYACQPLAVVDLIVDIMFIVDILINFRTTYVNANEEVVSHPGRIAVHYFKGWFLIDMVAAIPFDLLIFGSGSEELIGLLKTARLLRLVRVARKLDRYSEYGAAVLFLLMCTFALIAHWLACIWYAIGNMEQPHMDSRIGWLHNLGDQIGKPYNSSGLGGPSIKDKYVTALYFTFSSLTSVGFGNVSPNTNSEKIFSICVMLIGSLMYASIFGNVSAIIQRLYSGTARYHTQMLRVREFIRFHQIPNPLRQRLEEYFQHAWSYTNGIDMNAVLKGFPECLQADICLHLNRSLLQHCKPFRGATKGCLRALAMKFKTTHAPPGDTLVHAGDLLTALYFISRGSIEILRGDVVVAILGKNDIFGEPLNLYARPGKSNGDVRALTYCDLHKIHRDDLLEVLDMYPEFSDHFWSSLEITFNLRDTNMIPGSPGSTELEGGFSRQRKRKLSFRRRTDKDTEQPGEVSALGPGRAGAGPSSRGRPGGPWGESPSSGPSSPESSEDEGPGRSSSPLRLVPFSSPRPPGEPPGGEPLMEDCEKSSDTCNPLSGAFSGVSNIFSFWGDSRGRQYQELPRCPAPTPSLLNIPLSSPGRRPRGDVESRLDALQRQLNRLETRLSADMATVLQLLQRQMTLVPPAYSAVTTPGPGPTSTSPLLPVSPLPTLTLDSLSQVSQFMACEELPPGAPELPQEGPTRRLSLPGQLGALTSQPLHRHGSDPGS
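U2OS cells transduced with wild-type KCNH2 virus are loaded with FluxOr dye for 45 min, and thallium flux is measured in kinetic reads before and after stimulation buffer. Rate constants are normalized to DMSO controls.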
TSHR antag: human thyrotropin receptor antagonism | TSHR-expressing cells, TSH-stimulated cAMP HTRF, 2 h; hits give low values | activity change, negative = inhibition, % at 11.5 µM | AID 504810 | 330,000 tested, 0.2% active | P16473;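 active means activity change below a set negative limit, meaning inhibition stronger than a set level, cut at about -70% in these data; inconclusive means activity change between two set negative limits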; further: on the % scale 0 is the no-effect control and ±100 the full control effect
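Antagonism was scored as loss of TSH-driven cAMP in TSHR cells, stimulated with 4nM TSH (EC80) for 2 hours at 37 deg C and detected by homogeneous HTRF competition immunoassay.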
TCR activator: T cell receptor activation | 330,000 tested, under 10 active | Potency, µM (doses to about 9.22 µM), for the others: at the highest dose activation of IL-2 secretion, most hits filed as activators | primary human leukocytes, anti-CD3, IL-2 HTRF, 48 h; further: % of control where 0% means no effect
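TCR engagement came from a-CD3 beads alone, with compounds added to primary human leukocytes for 48 hr. Secreted IL-2 bridged europium cryptate- and d2-labelled anti-IL-2 antibodies, giving FRET emission at 665nm after 320nm excitation.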
AT treatment: potential ataxia-telangiectasia treatments restoring KAP-1 phosphorylation. Potency, µM (top dose mostly 57.5 µM), inactives show at the top dose activation, actives largely listed as activators. 320,000 tested, 0.19% active. AID 485349. […] A-T fibroblasts, KAP-1 phosphorylation AlphaLISA; neocarzinostatin DNA damage 30 min before lysis; further: potency means the concentration at half of the fitted maximal effect; % of control where 0% means no effect; nearly all actives have a fitted effect of over 45% in size
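ATM-like activity read as KAP-1 phosphorylation via AlphaLISA donor/acceptor antibody pairs after lysis and 6 hr at 25C. Cells were ATM-null patient fibroblasts ([…], hTERT), dosed 60 min, then exposed to the DSB inducer NCS for 30 min.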
ELG1 DNA repair: blocks ELG1-dependent DNA repair in HEK293T cells; HEK293T ELG1-luciferase reporter, luminescence, 16 h; DNA damage induced by 5-fluorouridine; Potency, µM (top dose mostly 46.1 µM), for the others: top-dose activity change, negative = inhibition, hits mostly inhibitors; 330,000 tested, 2.3% active; further: potency means the concentration at half of the fitted maximal effect; on the % scale 0 is the no-effect control and ±100 the full control effect; nearly all actives have a fitted effect of over 55% in size
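Cells (2,000 per well) received 5-fluorouridine plus test compound or DMSO and were incubated 16 hr at 37 °C, 5% CO2. Luciferase activity was read by luminescence 30 min after ONE-Glo addition; signal suppression marked inhibition of damage-induced ELG1 function.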
KCNH2 3.1 inh: inhibitors of human KCNH2 3.1 potassium channel isoform; AID 720553; activity change, % (tested at about 1.8 µM); 340,000 tested, 0.95% active; U2OS KCNH2 3.1, thallium flux FluxOr; hits give low values;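 active means maximum activity change below -70%; inconclusive means maximum activity change from -70% to -50%; inactive means maximum activity change above -50%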;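 further: thallium influx rate constant from kinetic fluorescence after stimulation buffer; on the % scale 0 is the no-effect control and ±100 the full control effect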
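Thallium flux via FluxOr fluorescence (Red40 quencher, 45 min loading) in U2OS cells virally expressing the KCNH2 3.1 isoform (1.77 x 10^8 /mL virus, overnight at 37 C). Rate constants from 2-min kinetic reads post-stimulation, normalised to positive and negative controls.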
Eya2 inh: inhibitors of human Eya2 phosphatase activity. recombinant Eya2, OMFP fluorescence dephosphorylation (OMFP is methylfluorescein phosphate). O00167. Potency, µM (highest dose often 76.9 µM), inactives show top-dose activity, negative = inhibition, actives largely listed as inhibitors. 330,000 tested, 0.006% active; further: potency means the concentration at half of the fitted maximal effect; on the % scale 0 is the no-effect control and ±100 the full control effect
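Eya2 protein (added as 0.2 uM solution) was preincubated with compound for 10 min at ambient temperature in 50 mM HEPES pH 7.5, 50 mM NaCl, 5 uM MgCl2, 0.05% BSA, 1 mM DTT. OMFP (added at 50 uM) then reacted 10 min; fluorescence read at 485/525 nm.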
USP2a inh: inhibitors of human ubiquitin-specific protease USP2a; O75604; USP2 core, Ub-CHOP2 coupled fluorogenic reporter, 485/531; Potency, µM (highest dose often 38.3 µM), for inactives: at the top dose activity change, negative = inhibition, actives largely listed as inhibitors; 330,000 tested, 0.01% active; AID 463254;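 further: potency means the concentration at half of the fitted maximal effect; plate controls were DMSO wells for no effect and full inhibition by NEM control for full effect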
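Cell-free coupled assay: 10nM USP2 core preincubated 30min RT with compound in Tris-HCl pH 8.0/CaCl2/CHAPS buffer, then 25nM Ub-CHOP2 and 25nM reporter substrate; fluorescence (Ex 485/Em 531) read after 60min RT, normalized to NEM inhibition, concentration-response curves fitted.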
Starred values were filed as active, the others as inactive; ? = inconclusive; nt = not tested or not shown; & = joins results of further samples; [ ] = another dose, or the depositor's remark. Unless noted, the call rests on the fitted dose curve; in most records, active means well fitted curve in the direction sought with a large enough effect; inconclusive means small, poorly fitted or top-dose-only effect, or another doubt; inactive means no such curve, though single readings can be large; an effect the other way counts as inactive or inconclusive. This is a subset; count on the stated rates, not on these rows.

SMILES	TRPV1 agonist	Mito fusion yeast	KCNH2 WT inh	TSHR antag	TCR activator	AT treatment	ELG1 DNA repair	KCNH2 3.1 inh	Eya2 inh	USP2a inh
CN(Cc1nc(-c2ccc(Cl)cc2)no1)C(=O)c1ccc2c(c1)OCO2	15.3	-3.0%	8.1	-11.7	-2.7%	-1.9%	-12.0%	-0.1	5.1%	-1.1%
CC(C)(C)NC(=O)C(c1ccncc1)N(C(=O)CNC(=O)c1ccco1)c1ccc2c(c1)OCO2 (stereo not drawn)	-2.1	0.9%	-4.9	-5.9	-3.2%	0.7%	?	-5.6	4.6%	5.1%
O=c1oc2ccccc2c2c1nc(C(F)(F)F)n2-c1ccccc1	-4.1	0.7%	-3.8	6.4	-0.4%	2.9%	7.4%	2.9	-18.5%	11.2%
COC(=O)c1ccccc1-n1cccc1C(=O)NP(=O)(N1CCOCC1)N1CCOCC1	-0.2	0.2%	1.3	11.2	8.1%	0.1%	4.1%	-2.9	2.2%	-0.7%
C=CCN=c1scc(-c2ccccc2)n1/N=C/c1ccccn1	24.6	20.8%	2.5&30.8	-29.6	5.8%	-0.2%	?	-9.7&-5.3	2.8%	1.5%
COc1ccc(N2CCN(C(=O)c3cc(C4CC4)nn3-c3ccccc3)CC2)cc1	21.5	7.7%	0.6	-6.0	-4.0%	-11.6%	0.5%	3.9	1.7%	-3.8%
CCCCn1c(SCC(=O)c2ccc3c(c2)OCCO3)nnc1-c1ccoc1C	2.9	7.4%	3.1	-3.3	-0.6%	5.6%	-2.7%	-13.1	0.3%	4.5%
O=C(Nc1ccc2c(c1)nc1n2CCCCC1)c1cc(S(=O)(=O)N2CCOCC2)ccc1Cl	-2.5	-4.3%	26.6	-9.5	-7.9%	15.9%	?	-83.4*	15.9%	-0.5%
O=C(COC(=O)c1ccc(=O)[nH]c1)Nc1cccc(S(=O)(=O)N2CCOCC2)c1	-3.8	6.2%	1.6	-1.0	-2.8%	-0.5%	?	22.4	1.2%	4.0%
CCCc1nc(S(=O)(=O)Cc2ccc(Cl)cc2Cl)n[nH]1	-0.7	0.9%	-8.1	9.8	nt	5.1%	0.0%	6.5	7.0%	3.3%
CCC1CCCCN1CCCNC(=O)Cn1cnc2sc(C)c(S(=O)(=O)N3CC(C)CC(C)C3)c2c1=O (stereo not drawn)	-1.0	-19.4%	-7.3	6.4	-5.2%	-1.9%	2.0%	15.9	-21.8%	0.2%
Cc1ccc(NC(=O)CC2COc3ccccc3O2)cc1 (stereo not drawn)	29.8	3.7%	57.7	-0.1	-0.7%	1.4%	?	9.0	9.3%	-1.4%
CCOc1cc(C(=S)N2CCCCC2)ccc1OS(=O)(=O)c1ccc(Cl)cc1	0.2	-17.1%	6.1	-7.8	5.8%	-1.5%	?	-114.4*	3.0%	-0.4%
Cc1ccc(N/C=C(\C#N)S(=O)(=O)c2ccccc2)cc1	?	1.2%	4.8	-7.5	-6.3%	3.6%	-6.1%	0.0	-22.8%	-3.3%
O=C(CN1CCCC1)Nc1sc2c(c1C(=O)Nc1ccc(Br)cc1)CCC2	15.7	2.8%	-0.6	-12.2	nt	-0.1%	-3.7%	-7.8	-6.6%	2.0%
CC1CC(C)CN(S(=O)(=O)c2cc(C(=O)O)c(Cl)s2)C1 (stereo not drawn)	-1.6	-5.6%	8.4	-13.7	2.3%[46.1 µM]	0.0%	-4.5%	1.5	22.0%	-0.8%
Cc1ccccc1-c1ccc(Nc2ccc(C(=O)N3CCOCC3)cc2)nn1	5.2	-4.2%	17.8	17.6	nt	?	-6.7%	8.8	-2.7%	0.4%
Cc1nn(-c2cccc(C(F)(F)F)c2)c(Cl)c1/C=N/n1cnnc1	0.4	3.2%	2.6	1.7	2.2%	11.8%	-7.8%	1.9	2.2%	-0.2%
O=C(NCc1ccco1)c1c(F)c(F)c(F)c(C(=O)NCc2ccco2)c1F	1.8	-0.7%	-4.6	4.8	1.0%	-7.4%[11.5 µM]	-1.2%	3.4	-2.7%	-0.7%
COCCNC(=O)Cn1c(=O)n(Cc2ccc(C(=O)NCCc3ccc(OC)c(OC)c3)cc2)c(=O)c2ccccc21	-0.3	-2.4%	-1.0	1.6	-1.8%	-2.6%	4.5%	0.6	-10.5%	1.3%
CCOC(=O)C1CCN(c2ccc(-c3cccs3)nn2)CC1	0.1	-14.9%	2.5	5.8	10.1%	1.6%	?	-16.5	9.2%	1.5%
COc1ccc(NC(=O)c2coc3ccccc23)cc1OC	18.6	1.1%	-341.0*	-7.6	0.4%	-1.3%	?	-4.7	-0.6%	3.3%
COc1ccccc1Nc1ccc(C(=O)NC2CCCCC2)cn1	5.2	6.2%	6.4	-9.4	3.6%	-2.6%	24.6%	7.3	1.2%	-2.3%
CCOc1ccc(NC(=O)Cn2nnc(C(=O)NCc3ccco3)c2N)cc1	5.7	0.3%	-10.5	5.3	2.6%	4.0%	-3.8%	0.7	3.1%	3.2%
CSc1ccc(CN(C)CC(=O)NCc2ccccc2)cc1	?	-8.1%	13.8	-1.9	-2.9%	3.8%	0.4%	-7.8	12.1%	1.8%

Brought forward from above: 2 entries, followed by the next part.
SMILES	TRPV1 agonist	Mito fusion yeast	KCNH2 WT inh	TSHR antag	TCR activator	AT treatment	ELG1 DNA repair	KCNH2 3.1 inh	Eya2 inh	USP2a inh
CCOc1ccc(NC(=O)Cn2nnc(C(=O)NCc3ccco3)c2N)cc1	5.7	0.3%	-10.5	5.3	2.6%	4.0%	-3.8%	0.7	3.1%	3.2%
CSc1ccc(CN(C)CC(=O)NCc2ccccc2)cc1	?	-8.1%	13.8	-1.9	-2.9%	3.8%	0.4%	-7.8	12.1%	1.8%
CCOC(=O)C1(CCCc2ccccc2)CCN(C(=O)COC)CC1	18.3	2.5%	5.9	-3.1	-5.7%	30.8%	0.4%	-7.4	-21.2%	3.4%
COc1ccc(CCNC(=O)c2ccc(N3CCCC3=O)cc2)cc1	-2.1	2.6%	-15.0	1.6	-4.2%	1.1%	3.9%	-20.3	-2.5%	7.2%
O=C(Nc1cccc(Cl)c1)N1CCN(C2c3ccccc3-c3ccccc32)CC1	?	5.1%	-3.8	-3.0	-1.5%	-7.3%	?	13.2	-0.8%	1.9%
CC(C)(C)C(=O)N1CCn2c1nc1ccccc12	-0.3	4.8%	6.5	-2.3	1.0%	1.7%	-7.3%	11.7	-2.4%	6.2%
COc1ccc(-c2noc(N3CCC(C(=O)Nc4ccc(F)cc4)CC3)n2)cc1	?	-7.0%	-4.2	-4.2	-4.2%	8.8%	-4.4%	-15.9	3.2%	-0.4%
CCc1ccc(NC(=O)Nc2cc(C(=O)NCC3CCCO3)ccc2N2CC3CC(C2)c2cccc(=O)n2C3)cc1 (stereo not drawn)	-3.2	-2.2%	-0.9	-7.4	-2.8%	13.6%	2.2%	-1.4	7.4%	2.5%
Cc1ccc(S(=O)(=O)NC(=O)Nc2cc(C)ccc2F)cc1	-1.8	-14.5%	-7.9	-24.5	9.7%	14.5%	-0.9%	12.8	2.7%	-0.6%
Cc1ccc(CCc2nnc(SCC(=O)Nc3ccccc3Cl)n2-c2ccccc2)o1	7.4	17.4%	-0.1	19.6	2.7%[46.1 µM]	-0.7%	?	5.8	-4.0%	-0.5%
Cc1c(NC(=O)CCCCCN2C(=O)C3C4C=CC(C4)C3C2=O)c(=O)n(-c2ccccc2)n1C (stereo not drawn)	-2.3	-3.0%	-10.4	0.5	9.9%	0.6%	22.7%	-1.5	1.4%	3.1%
OC(CNCc1ccccc1F)COc1cccc2ccccc12 (stereo not drawn)	21.0	-22.9%	-0.4	1.3	5.5%	4.4%	-0.5%	-11.4	0.4%	-2.0%
O=C(CCC(=O)Nc1ccccc1)N/N=C/c1ccc2c(c1)OCO2	-3.4	-0.4%	-16.8	8.9	-52.7%	11.7%	?	0.9	-1.0%	-1.5%
COc1cccc(/C=C2\SC(=S)N(N3C(=O)CCCC3=O)C2=O)c1	-0.9	-16.4%	-1.8	-17.0	0.6%	3.1%	?	11.5	-0.2%	1.8%
Cc1ccc(S(=O)(=O)CCC(=O)N2CCN(c3ccc(Cl)cc3)CC2)cc1	5.6	0.2%	11.1	-12.4	1.5%[46.1 µM]	2.1%	?	-0.8	-11.9%	3.6%
Cc1nc(N(C)C)c2sc(=S)n(-c3ccccc3)c2n1	26.4	2.1%	nt	0.0	-0.8%	-1.5%	15.6%	-2.2	3.1%	1.7%
Cc1ccc(-c2cnc(C3CC3)o2)cc1S(=O)(=O)Nc1ccccc1	5.1	-5.1%	-1.5	?	-1.9%	8.2%	-19.7%	-4.0	-7.7%	3.3%
CCOc1ccc(OCc2cccc(C(=O)N3CCCC3)c2)cc1	6.5	-1.3%	-17.7	2.0	nt	-1.2%	?	-17.4	-1.9%	-0.2%
CC(C)OCCCn1c(-c2ccco2)nc2nc3ccccc3nc21	22.1	7.1%	10.6	-5.7	nt	-3.5%	?	0.0	?	-2.1%
